HePTP inh – inhibitors of human HePTP phosphatase. inhibition, % at 20 µM. AID 521. 110,000 compounds, 0.64% hits. recombinant HePTP phosphatase activity, OD absorbance. P35236; in the data active = inhibition above about 50%;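 note: plate controls were vehicle for no effect and reference inhibitor for full effect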
BAP1 block – inhibitors of human BAP1 deubiquitinase | Q92560 | recombinant BAP1, Ub-AMC hydrolysis fluorescence kinetic; stronger effect = lower value | activity remaining (% of control), % at 20 µM | 72,000 compounds, 0.48% hits | AID 436;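 active = activity remaining at or below 50% of control, provided the compound also passes the data quality filters; inactive = the rest, including low values that fail the filters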;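 note: 100% = DMSO wells rate and 0% = substrate alone blank rate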
Target sequence (Q92560 whole entry, looked up): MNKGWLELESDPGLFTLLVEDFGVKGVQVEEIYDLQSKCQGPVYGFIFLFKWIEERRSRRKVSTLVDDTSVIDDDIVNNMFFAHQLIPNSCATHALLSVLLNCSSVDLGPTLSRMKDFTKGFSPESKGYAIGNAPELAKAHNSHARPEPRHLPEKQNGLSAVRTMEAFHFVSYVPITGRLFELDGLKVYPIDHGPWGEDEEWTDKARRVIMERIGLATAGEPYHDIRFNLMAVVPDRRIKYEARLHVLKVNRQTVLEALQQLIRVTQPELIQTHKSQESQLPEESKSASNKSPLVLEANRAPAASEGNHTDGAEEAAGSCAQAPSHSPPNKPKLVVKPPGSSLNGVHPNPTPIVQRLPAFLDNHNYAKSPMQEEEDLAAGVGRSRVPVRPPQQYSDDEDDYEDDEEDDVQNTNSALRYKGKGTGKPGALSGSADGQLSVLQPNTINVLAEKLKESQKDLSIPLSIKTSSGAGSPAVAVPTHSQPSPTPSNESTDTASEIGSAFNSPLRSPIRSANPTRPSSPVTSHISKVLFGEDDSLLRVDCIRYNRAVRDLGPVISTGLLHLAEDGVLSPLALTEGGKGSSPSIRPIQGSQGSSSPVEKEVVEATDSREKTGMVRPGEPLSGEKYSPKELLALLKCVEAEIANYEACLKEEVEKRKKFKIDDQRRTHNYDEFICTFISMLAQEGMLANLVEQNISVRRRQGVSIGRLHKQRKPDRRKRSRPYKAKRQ
The depositor's hits bear a star; . = no result given; & = joins results of further samples.

item | BAP1 block | HePTP inh | canonical_smiles
1 | 98 | 1 | CC(C)N(C(=O)Cn1cnc2c(cnn2-c2ccccc2Cl)c1=O)C(C)C
2 | 95 | 4 | COc1ccccc1NC1C=CS(=O)(=O)C1 (configuration not stated)
3 | . | -1 | COc1ccc(NS(=O)(=O)c2ccc(Cl)c(C(=O)Nc3cccc(C(=O)O)c3)c2)cc1
4 | . | 1 | CCN(CC)CCCCOc1ccccc1F
5 | . | 4 | O=C(Nc1sc2c(c1C(=O)Nc1ccccn1)CCCCC2)c1ccccc1
6 | 104 | 10 | CCc1c(C(C)O)oc2ccc3c(C)cc(=O)oc3c12 (configuration not stated)
7 | . | 4 | O=C(/C=C/c1cccc([N+](=O)[O-])c1)Nc1ccc(-c2nc3ccccc3o2)c(O)c1
8 | 74 | 1 | COc1ccc(OC)c2[nH]c(=O)c(CCNC(=O)C(C)(C)C)cc12
9 | 93 | -7 | CCOC(=O)c1c(C)c(C(=O)Nc2cc(F)ccc2F)c(C)n1C
10 | . | 4 | CCOC(=O)c1c(C)[nH]c(N=Nc2ccc(C)cc2)c1C
11 | . | -12 | O=C(COc1ccc2ccccc2c1)NCC1CCCO1 (configuration not stated)
12 | . | -3 | O=[N+]([O-])c1ccc(Cl)c(/C=N/NS(=O)(=O)c2ccccc2)c1
13 | 95 | 10 | CCOc1ccc(OCC)c(NC(=O)CN2CCN(C(=O)c3ccco3)CC2)c1
14 | 109 | 9 | Cc1ccnc(NC(=O)C2CCN(S(=O)(=O)c3cccc4nonc34)CC2)c1
15 | 222 | . | CCOCCOC(=O)C1=C(C)NC2=C(C(=O)CC(C)(C)C2)C1c1cccc(Br)c1 (configuration not stated)
16 | 134 | 3 | CCSC1=C(C#N)C(c2cccc(Br)c2)CC(=O)N1 (configuration not stated)
17 | . | 8 | O=[N+]([O-])c1cccc(-c2ccc(C(=S)N3CCN(c4ccc(F)cc4)CC3)o2)c1
18 | 93 | -8 | CN(C)c1ccc(-n2cc3c(=O)n(C)c(=O)n(C)c3c2)cc1
19 | . | 12 | CCOC(=O)C1=C(C)N=c2s/c(=C\c3cc(OC)c(OC)cc3[N+](=O)[O-])c(=O)n2C1c1ccc(SC)cc1 (configuration not stated)
20 | 37* | 6 | CCOc1ccc(CN(Cc2ccco2)C(c2cccs2)c2nnnn2C(C)(C)C)cc1 (configuration not stated)

The final three entries of the section before lead into the next.
item | BAP1 block | HePTP inh | canonical_smiles
18 | 93 | -8 | CN(C)c1ccc(-n2cc3c(=O)n(C)c(=O)n(C)c3c2)cc1
19 | . | 12 | CCOC(=O)C1=C(C)N=c2s/c(=C\c3cc(OC)c(OC)cc3[N+](=O)[O-])c(=O)n2C1c1ccc(SC)cc1 (configuration not stated)
20 | 37* | 6 | CCOc1ccc(CN(Cc2ccco2)C(c2cccs2)c2nnnn2C(C)(C)C)cc1 (configuration not stated)
21 | 92 | 8 | Cc1ccc2occ(CN3CCN(c4ccccc4)CC3)c(=O)c2c1
22 | 76 | . | Cc1ccc(S(=O)(=O)NCC(=O)O)cc1
23 | . | 1 | Cc1cc(Cl)ccc1OCC(=O)NCCc1nc2ccccc2[nH]1
24 | 87 | 5 | CC(C)c1nnc(NC(=O)CCN2C(=O)c3ccccc3C2=O)s1
25 | 89 | 3 | COc1ccccc1N1CCN(c2cc(N3CCCC3)nc(C)n2)CC1
26 | 91 | -3 | CCc1nnc2sc(-c3ccc(NC(=O)c4ccco4)cc3)nn12
27 | 62 | 12 | CC(C)OC(=O)c1c(N)sc2c1CCCC2
28 | . | 8 | COc1ccc(-n2cnc3cc(NC(=O)c4ccccc4)ccc32)cc1
29 | 152 | . | Cc1ccc(N2C(=O)C3C4c5ccccc5C(C(=O)O)(c5ccccc54)C3C2=O)cc1Cl (configuration not stated)
30 | 109 | -14 | Cn1nnnc1SCC(=O)NCc1ccco1
31 | . | 4 | CCOC(=O)Cn1c(=O)oc2cc(S(=O)(=O)N3CCn4c3nc3ccccc34)ccc21
32 | . | -20 | CCOC(=O)c1cccc(NC(=O)c2c(-c3ccccc3Cl)noc2C)c1
33 | 72 | 2 | Cc1cc2c(c(=O)n1Cc1ccc3c(c1)OCO3)C(c1cccnc1)C(C#N)=C(N)O2 (configuration not stated)
34 | 92 | 5 | CCCCOc1ccc(OCCCC)c2c1NC1(N2)C(=O)N(C(C)=O)c2ccccc21
35 | 111 | 6 | O=C(CCC(=O)c1cccs1)OCC(=O)N1CCN(C(=O)c2ccco2)CC1
36 | 96 | 9 | COC(=O)c1cc(-c2ccc(Br)cc2)on1
37 | . | 11 | O=C(N/N=C/c1ccc(Sc2cccc3cccnc23)o1)c1cccc(F)c1
38 | . | -8 | Cc1ccc2cc(NC(=O)c3cccc(F)c3)ccc2n1
39 | . | -5 | COc1cccc(-c2nc3ncc(Br)cc3[nH]2)c1OC
40 | . | 6 | COc1cccc(/C=c2/sc3nc4ccccc4n3c2=O)c1

Retrieved one by one from above:
item | BAP1 block | HePTP inh | canonical_smiles
16 | 134 | 3 | CCSC1=C(C#N)C(c2cccc(Br)c2)CC(=O)N1 (configuration not stated)
12 | . | -3 | O=[N+]([O-])c1ccc(Cl)c(/C=N/NS(=O)(=O)c2ccccc2)c1
22 | 76 | . | Cc1ccc(S(=O)(=O)NCC(=O)O)cc1
37 | . | 11 | O=C(N/N=C/c1ccc(Sc2cccc3cccnc23)o1)c1cccc(F)c1

New compounds follow
item | BAP1 block | HePTP inh | canonical_smiles
41 | 106 | 2 | CC(C)CNS(=O)(=O)c1ccc(S(=O)(=O)N2CCN(CCC#N)CC2)cc1
42 | . | -3 | COc1ccc(/C=C2/C(=O)NN(c3ccc(C)cc3)C2=O)cc1Br
43 | 67 | 10 | O=C1OCCC1Sc1nnc(-c2ccco2)o1 (configuration not stated)
44 | . | -2 | Cc1ccc(C(=O)Nc2cc(-c3ccc(F)cc3)[nH]n2)cc1
45 | . | -13 | COC(=O)c1c(C)oc2cc(Br)c(OC(=O)c3ccc([N+](=O)[O-])cc3)cc12
46 | . | -1 | CCOC(=O)c1c(C)oc2ccc(OC(=O)C(C)C)cc12
47 | . | -7 | CC(=O)c1ccc(NC(=O)c2ccc(CN(c3ccccc3)S(C)(=O)=O)cc2)cc1
48 | 100 | 4 | Cc1ccc(C(c2sc3nc(C)nn3c2O)N2CCN(CCO)CC2)cc1 (configuration not stated)
49 | . | 6 | COc1ccc(-c2nc3cc(NC(=O)COc4ccc5ccccc5c4)ccc3o2)cc1OC
50 | . | 0 | CCOc1ccc(CC(C(=O)NC)C(=O)NC)cc1CN(C)C
51 | 101 | 3 | COc1ccccc1NS(=O)(=O)c1ccc(Br)s1
52 | . | -6 | Cc1cccc(C(=O)Nc2cc(Cl)cc(Cl)c2)c1
53 | . | 3 | Cc1ccc(C=C2C(=O)N(C)C(=O)N(C)C2=O)cc1
54 | 141&92 | 5 | CCOC(=O)C1=C[C@]2(CC)CCCN3CCc4c(n1c1ccccc41)[C@@H]32
55 | 101 | 5 | c1ccc(-n2ncc3c(N4CCCCC4)ncnc32)cc1
56 | 86 | 1 | CCn1c2ccccc2c2nnc(SCC(=O)Nc3ncccn3)nc21
57 | . | 5 | Cc1cc(C)c(C)c(OCCCCCN2CCCC2)c1
58 | . | 54* | CCOC(=O)C1=C(O)/C(=C/c2ccc(C)cc2)SC1=Nc1ccc(C)cc1
59 | . | 10 | O=C(Cn1ncc2c(=O)oc3ccccc3c21)Nc1nc2ccccc2s1
60 | . | 52* | O=C(N/N=C/c1ccc(OC(=O)c2ccc(Br)cc2)cc1)c1cccc([N+](=O)[O-])c1

HePTP inh: what is marked active above
item | BAP1 block | HePTP inh | canonical_smiles
58 | . | 54* | CCOC(=O)C1=C(O)/C(=C/c2ccc(C)cc2)SC1=Nc1ccc(C)cc1
60 | . | 52* | O=C(N/N=C/c1ccc(OC(=O)c2ccc(Br)cc2)cc1)c1cccc([N+](=O)[O-])c1

New compounds follow
item | BAP1 block | HePTP inh | canonical_smiles
61 | 160 | . | COc1ccc(CCNc2cc(N3CCN(C(=O)c4ccc(C)cc4)CC3)ccc2[N+](=O)[O-])cc1OC
62 | 87 | -6 | CCn1c(SCc2ccc(C(=O)OC)o2)nnc1-c1c[nH]c2ccccc12
63 | 184 | 7 | COCCOC(=O)C1=C(C)NC2=C(C(=O)CC(C)(C)C2)C1c1ccc(Br)cc1 (configuration not stated)
64 | 96 | -7 | Cc1cccc(CCNC(=O)CN(C)S(=O)(=O)c2ccc3c(c2)c(=O)n(C)c(=O)n3C)c1
65 | 75 | -7 | CCOC(=O)N1CCN(c2c(N3CCN(c4cccc(C(F)(F)F)c4)CC3)c(=O)c2=O)CC1
66 | . | 6 | CCOC(=O)C1=C(N)Oc2cc(O)ccc2C1c1ccc(Cl)cc1 (configuration not stated)
67 | 81 | 6 | CCCCSc1nnc(-c2ccc(NC(C)=O)cc2)n1C
68 | 60 | 4 | Cc1ccc(-n2ncc3c(=O)[nH]c(SCC(=O)N4CCCc5ccccc54)nc32)cc1
69 | 104 | 6 | CCc1ccc(Cn2nnc(C(=O)NCc3ccccc3OC)c2N)cc1
70 | . | -9 | Cc1cccc(C)c1NC(=O)CN(c1cccc([N+](=O)[O-])c1)S(=O)(=O)c1ccccc1
71 | . | 6 | COCCCn1c(-c2ccsc2)nc2c1c(=O)[nH]c(=O)n2Cc1ccccc1
72 | . | -3 | Cc1cccc(N2CCN(C(=O)Nc3ccc(Cl)c(Cl)c3)CC2)c1C
73 | . | 3 | C=C(C)COc1ccc2c(C)cc(=O)oc2c1
74 | 115 | . | CC(=O)Nc1nc2c(s1)C(=O)CC(C)(C)C2
75 | . | 5 | Cc1cc(OCC(=O)Nc2ccc3c(c2)OCO3)ccc1Cl
76 | . | 6 | C/C(=N\N=C1\NC(=O)C(CC(=O)Nc2ccc(Cl)cc2Cl)S1)c1ccc([N+](=O)[O-])cc1 (configuration not stated)
77 | 97 | -4 | Cc1onc(-c2ccccc2)c1C(=O)OCC(=O)c1ccccc1
78 | . | 11 | Cc1cccc(NC2=C(Cl)C(=O)N(c3cccc(Cl)c3Cl)C2=O)c1
79 | . | 2 | CCOC(=O)c1c(C)nc(C)c(C(=O)OCC)c1-c1ccc(Br)cc1
80 | . | -12 | CCN(CC)C(=O)c1ccc(C(=O)c2ccccc2)cc1
81 | . | -4 | Cc1cc(-c2ccccc2)nc(N/N=C/c2c(O)ccc3ccccc23)n1
82 | . | -19 | Cc1ccc(OCC(=O)Nc2cc(Cl)ccc2Cl)cc1
83 | 101 | 3 | COc1cccc(C2C(C#N)=C(N)Oc3c2oc(CO)cc3=O)c1OC (configuration not stated)
84 | . | 10 | CCN(CC)c1ccc(/C=N/NC(=O)c2cc(C34CC5CC(CC(C5)C3)C4)[nH]n2)cc1
85 | 103 | 6 | COc1cc(OC)cc(C(=O)NCC(=O)N2CCC(C)CC2)c1
86 | 94 | 4 | N#CCCn1c(C(C#N)(CCC#N)CCC#N)nc2ccccc21
87 | 165 | 7 | CC(NC(=O)NCCCC(=O)O)(C(F)(F)F)C(F)(F)F
88 | . | -7 | CC(=O)Nc1ccc(Oc2ccc(C(=O)O)c(C(=O)O)c2)cc1
89 | . | 2 | C=CCn1c(SCc2ccc(C(=O)NCCO)cc2)nc2sc3c(c2c1=O)CCCC3
90 | . | -14 | Cc1c(Cc2ccccc2)c(=O)n2c([nH]c3ccccc32)c1C#N
91 | 123 | 8 | CN(C)S(=O)(=O)N1CCN(c2cccc(Cl)c2)CC1
92 | 276 | 4 | CCOCCCn1c(C)nc2c(c1=O)c1nc3ccccc3nc1n2-c1ccc(C)cc1
93 | 118 | -10&7 | CCOC(=O)C1CCN(Cc2c(O)ccc3ccccc23)CC1
94 | 51 | 7 | CCC(c1nnnn1CCOC)N(Cc1ccc(C)cc1)Cc1cc2cc(OC)ccc2[nH]c1=O (configuration not stated)
95 | 107 | -2 | Cc1nc2oc(C(=O)c3ccccc3)c(N)c2c2c1COC(C)(C)C2
96 | . | -12 | CCCc1[nH]nc2c1C(c1ccccc1Br)C(C#N)=C(N)O2 (configuration not stated)
97 | 89 | -5 | CC(C)Cc1cc(C(=O)NCCN2CCOCC2)no1
98 | 107 | 7 | O=C(Nc1ccccc1Cl)c1cccs1
99 | . | 6 | Cn1c(NC(=O)c2ccc([N+](=O)[O-])cc2Cl)cc(=O)n(C)c1=O
100 | 92 | -7 | Cc1ccc(-c2nnn(CC(=O)Nc3cccc4cccnc34)n2)o1

Compounds were not picked by outcome; overall some 0.91% were active at least once.
